Compound activity (PubChem)
AT treatment: potential ataxia-telangiectasia treatment | hit rate 0.19% among 320,000 | Potency, µM (series often up to 57.5 µM), without a hit: top-dose activation, usual class: activators | […] A-T fibroblasts, KAP-1 phosphorylation AlphaLISA; neocarzinostatin DNA damage 30 min before lysis; note: potency is the fitted concentration of half-maximal effect; % of control where 0% means no effect; nearly all actives have a fitted effect of over 45% in size
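hTERT-immortalized A-T patient fibroblasts ([…]), 500 cells/well in OPTI-MEM, 1% FBS, got compounds for 60 min, then NCS for 30 min at 37C. Lysates were then assayed for phospho-KAP-1 by AlphaLISA (anti-pKAP1 donor, anti-KAP1 acceptor beads), 6 hr at 25C.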
a7 integrin act: activators of alpha7 integrin expression for muscular dystrophy | alpha7betagal myoblasts, beta-gal FDG fluorescence, 48 h | Potency, µM (top dose mostly 38.3 µM), without a hit: top-dose activation, usual class: activators | hit rate 0.064% among 350,000 | AID 624291;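 note: potency is the fitted concentration of half-maximal effect; 100% = response of the positive control SU9516; nearly all actives have a fitted effect of over 60% in size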
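alpha7betagal+/- myoblasts (passage 13, 250/well) treated 48 h at 37C with compounds at 1:260 dilution of DMSO stock. Lysed, then beta-galactosidase activity read as FDG fluorescence (ex 480/em 540) after 30 min, with pre-read for autofluorescence.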
PTAP TSG101 blk: blocks PTAP/TSG101 interaction to inhibit HIV-1 budding | Potency, µM (series often up to 115 µM), inactives show at the top dose activity change, negative = inhibition, usual class: inhibitors | 340,000 tested, under 10 active | Q99816 | AID 493005 | Fluorescence polarization, FITC-PTAP peptide / Tsg101 binding; active = well fitted inhibition curve with a large enough effect in the main read-out, with a control signal flat, not every such curve was filed as active; inconclusive = small, poorly fitted or top-dose-only effect, or effect the other way, or a change in a side signal; inactive = no such curve, though single readings can be large or run the other way; note: potency is the fitted concentration of half-maximal effect; % of control where 0% means no effect
Target sequence (Q99816 whole entry, looked up): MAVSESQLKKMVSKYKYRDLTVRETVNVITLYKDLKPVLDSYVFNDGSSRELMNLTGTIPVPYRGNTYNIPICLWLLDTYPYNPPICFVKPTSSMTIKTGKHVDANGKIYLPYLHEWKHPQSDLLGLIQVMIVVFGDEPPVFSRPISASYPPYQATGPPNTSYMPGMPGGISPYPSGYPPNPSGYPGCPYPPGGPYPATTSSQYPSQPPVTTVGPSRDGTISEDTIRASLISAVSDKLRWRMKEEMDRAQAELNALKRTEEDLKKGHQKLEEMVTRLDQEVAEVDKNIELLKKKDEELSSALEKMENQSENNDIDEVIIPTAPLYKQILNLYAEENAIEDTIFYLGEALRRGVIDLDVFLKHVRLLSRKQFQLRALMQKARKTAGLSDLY
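Fluorescence anisotropy tracks displacement of a FITC-tagged PTAP peptide (50 nM) from the Tsg101 binding domain (10 uM), following a 20 min room-temperature incubation at pH 7.5.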
ELG1 DNA repair: blocks ELG1-dependent DNA repair in HEK293T cells. Potency, µM (highest dose often 46.1 µM), for inactives: at the highest dose activity change, negative = inhibition, usual class: inhibitors. hit rate 2.3% among 330,000. HEK293T ELG1-luciferase reporter, luminescence, 16 h; DNA damage induced by 5-fluorouridine. AID 504467; note: potency is the fitted concentration of half-maximal effect; % is set by controls: 0 for no effect and ±100 for the full control effect; nearly all actives have a fitted effect of over 55% in size
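5-Fluorouridine DNA damage + compound/DMSO, 2,000 cells/well, 16 h, 37 °C/5% CO2. ONE-Glo, 30 min RT, luminescence. Readout = decrease in reporter signal.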
TSHR antagonist: human thyrotropin receptor antagonism | P16473 | hit rate 0.2% among 330,000 | TSHR-expressing cells, TSH-stimulated cAMP HTRF, 2 h; stronger effect = lower value | AID 504810 | activity change, negative = inhibition, % at 11.5 µM;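 active = activity change below a set negative limit, meaning inhibition stronger than a set level, cut at about -70% in these data; inconclusive = activity change between two set negative limits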; note: % is set by controls: 0 for no effect and ±100 for the full control effect
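TSHR-expressing cells were treated with compounds, then stimulated with TSH at EC80 (4nM final) for 2 hours at 37 deg C. Cellular cAMP was measured by HTRF competition between lysate cAMP and cAMP-d2 for a cryptate-labelled anti-cAMP antibody.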
Eya2 inh: blocks the phosphatase activity of human Eya2; O00167; recombinant Eya2, OMFP fluorescence dephosphorylation (OMFP is methylfluorescein phosphate); Potency, µM (doses to about 76.9 µM), for the others: top-dose activity, negative = inhibition, actives largely listed as inhibitors; hit rate 0.006% among 330,000; AID 488837; note: potency is the fitted concentration of half-maximal effect; % is set by controls: 0 for no effect and ±100 for the full control effect
Target sequence (O00167 whole entry, looked up): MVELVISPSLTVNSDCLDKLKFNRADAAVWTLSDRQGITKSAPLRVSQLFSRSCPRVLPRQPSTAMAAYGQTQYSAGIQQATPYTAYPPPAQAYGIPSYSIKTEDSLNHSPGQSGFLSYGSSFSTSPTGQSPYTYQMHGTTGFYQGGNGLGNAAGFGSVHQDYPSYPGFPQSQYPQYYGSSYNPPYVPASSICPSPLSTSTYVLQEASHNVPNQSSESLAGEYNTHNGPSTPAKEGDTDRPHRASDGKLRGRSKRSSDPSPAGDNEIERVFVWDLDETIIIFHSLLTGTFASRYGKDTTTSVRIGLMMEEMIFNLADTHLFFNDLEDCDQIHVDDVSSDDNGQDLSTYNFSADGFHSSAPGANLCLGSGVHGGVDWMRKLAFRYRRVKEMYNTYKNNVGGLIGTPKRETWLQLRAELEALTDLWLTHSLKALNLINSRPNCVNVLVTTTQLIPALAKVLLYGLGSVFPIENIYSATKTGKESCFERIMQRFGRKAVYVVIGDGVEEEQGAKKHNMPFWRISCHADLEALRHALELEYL
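Eya2 protein (added as 0.2 uM solution) was preincubated with compound for 10 min at ambient temperature in 50 mM HEPES pH 7.5, 50 mM NaCl, 5 uM MgCl2, 0.05% BSA, 1 mM DTT. OMFP (added at 50 uM) then reacted 10 min; fluorescence read at 485/525 nm.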
ASM inhibitor: blocks human secretory acid sphingomyelinase; placental ASM, HMU-PC fluorogenic substrate, 60 min; Potency, µM (doses to about 57.5 µM), without a hit: at the top dose activity change, negative = inhibition, most hits filed as inhibitors; hit rate 0.006% among 340,000; AID 504937; note: potency is the fitted concentration of half-maximal effect
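Human placenta-derived ASM enzyme was preincubated with compound for 10 minutes at room temperature, then given fluorogenic substrate HMU-PC0 (9 uM final) for 60 minutes at 37 °C; a pH 10 stop preceded fluorescence reading at Ex 386/Em 447 nm.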
BCR signal inh: inhibitors of chronic active B-cell receptor signaling | Potency, µM (top dose mostly 46.1 µM), without a hit: at the top dose ratio change, negative = lower green/red ratio, hits mostly inhibitors | hit rate 0.05% among 340,000 | AID 493014 | ABC-DLBCL IkBa-CBG/CBR reporter, luminescence ratio, 4 h; active = well fitted inhibition curve with a large enough effect in the signal ratio, with a control signal flat, not every such curve was filed as active; inconclusive = small, poorly fitted or top-dose-only effect, or effect the other way, or a change in a side signal; the % refers to the signal ratio;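 note: potency is the fitted concentration of half-maximal effect; plate controls were basal doxycycline-induced cells for no effect and cells given 10 µM MG132 for full effect; MG132 reads +100%, hits lower the ratio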
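Doxycycline induced both beetle luciferases in TMD8 lymphoma cells; IKK-driven degradation limits the IkappaBalpha-fused green signal, while red luminescence normalises for cell number and nonspecific effects. Compounds tested up to 46 uM, 4 hrs.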
Mito fusion act: mitochondrial division inhibition or fusion activation; AID 485298; S. cerevisiae fusion-defective mutant growth rescue, CellTiterGlo 48 h; hit rate 0.23% among 320,000; Potency, µM (doses to about 46.1 µM), for the others: at the highest dose growth rescue (activation), hits mostly activators;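 note: potency is the fitted concentration of half-maximal effect; % of control where 0% means no effect; nearly all actives have a fitted effect of over 45% in size; temperature-sensitive fusion mutants such as fzo1-1 at 37 °C on non-fermentable ethanol glycerol medium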
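Luminescent cell viability in 1536-well qHTS format served as the measure of rescued growth in ts fusion-mutant S. cerevisiae cultured on non-fermentable YPEG for 48 hours at 37C.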
Tb PFK block: T. brucei PFK enzyme inhibition | T. brucei PFK, ADP-Glo luminescence | AID 485367 | Potency, µM (titrated, usually from 57.5 µM), inactives show top-dose activity, negative = inhibition, most hits filed as inhibitors | hit rate 0.17% among 330,000;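 note: potency is the fitted concentration of half-maximal effect; 0% = uninhibited 1x PFK enzyme wells and -100% = no-enzyme wells; nearly all actives have a fitted effect of over 60% in size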
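In TEA buffer at pH 8.0 with 5 mM MgCl2, enzyme (1.25 nM) converted F6P (0.5 mM) and ATP (0.1 mM) for 45 min at room temperature. ADP product was read by luciferase luminescence.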
TCR act: activators of T cell receptors | Potency, µM (doses to about 9.22 µM), for the others: top-dose activation of IL-2 secretion, most hits filed as activators | 330,000 tested, under 10 active | primary human leukocytes, anti-CD3, IL-2 HTRF, 48 h | AID 504894; note: % of control where 0% means no effect
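48 hr co-incubation of compounds, a-CD3 beads and primary human leukocytes; IL-2 quantified homogeneously by HTRF with anti-IL-2 K and d2 conjugates.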
Numbers without * were called inactive; u = inconclusive; x = no result given; [ ] = another dose, or the depositor's remark. Unless noted, calls come from the whole dose curve; as a rule, active = well fitted curve in the direction sought with a large enough effect; inconclusive = small, poorly fitted or top-dose-only effect, or another doubt; inactive = no such curve, though single readings can be large; an effect the other way counts as inactive or inconclusive.

Key to letters: A = AT treatment; B = a7 integrin act; C = PTAP TSG101 blk; D = ELG1 DNA repair; E = TSHR antagonist; F = Eya2 inh; G = ASM inhibitor; H = BCR signal inh; I = Mito fusion act; J = Tb PFK block; K = TCR act
compound: Cc1[nH]c2ccccc2c1/C=N\NC(=O)CNc1ccc2c(c1)OCO2
  A: -1%	B: 14%	C: -4%	D: 3%	E: 2	F: -1%	G: -2%	H: u	I: -2%	J: 5%	K: -2%[46.1 µM]

compound: COc1ccc(N2C(=O)c3ccccc3NC2c2cccnc2)cc1 (centres undefined)
  A: 1%	B: u	C: 1%	D: u	E: 2	F: -4%	G: 41%[activator]	H: 7%	I: 1%	J: -1%	K: 4%

compound: COc1cc(/C=C/CN2CCN(CCC(C)C)C(CCO)C2)ccc1O (centres undefined)
  A: 1%	B: -1%	C: -2%	D: 2%	E: -8	F: 9%	G: 0%	H: 5%	I: 3%	J: 4%	K: 5%

compound: N#CN=C1CCCCCN1CC(N)=O
  A: 13%	B: 18%	C: 2%	D: 6%	E: 29	F: -4%	G: 4%	H: 0%	I: 6%	J: 3%	K: 4%

compound: O=C(Nc1nnc(C2CC2)s1)C1=NN(C2CCS(=O)(=O)C2)C(=O)CC1 (centres undefined)
  A: 1%	B: 9%	C: -1%	D: -9%	E: 0	F: -27%	G: -1%	H: -9%	I: -3%	J: 2%	K: -6%

compound: S=C(Nc1ccccc1Cl)NC1CCCCCC1
  A: -3%	B: -50%[inhibitor]	C: -2%	D: 14%	E: 7	F: 8%	G: -1%	H: 6%	I: 0%	J: -1%	K: -3%

compound: COC(=O)c1ccc(CNC(=O)COC(=O)CCC2CCCC2)cc1
  A: -4%	B: u	C: 0%	D: 8%	E: 8	F: 4%	G: 5%	H: -2%	I: 3%	J: 0%	K: -2%[46.1 µM]

compound: COc1cc2c(cc1OC)CN(C(=O)c1ccc(OC)c(S(=O)(=O)N3CCOCC3)c1)CC2
  A: 1%	B: -7%	C: -3%	D: 24%	E: 6	F: -4%	G: 0%	H: -1%	I: -5%	J: 0%	K: 1%

compound: CCOC(=O)CN1CC23C=CC(O2)C(C(=O)Nc2ccc(OC)cc2OC)C3C1=O (centres undefined)
  A: 9%	B: -30%	C: -4%	D: 25%	E: 0	F: 2%	G: 2%	H: 7%	I: 5%	J: 1%	K: -2%[46.1 µM]

compound: Cc1ccc(-c2nn(C)c(=O)c3ccccc23)cc1CNC(=O)CN1CCOCC1
  A: -5%	B: 0%	C: -4%	D: -2%	E: -8	F: 18%	G: -1%	H: u	I: -4%	J: 0%	K: 0%

compound: CC(=O)c1c(C)[nH]c(C(=O)Nc2cccc(S(=O)(=O)N3CCOCC3)c2)c1C
  A: -7%	B: u	C: -2%	D: u	E: -4	F: -15%	G: -1%	H: u	I: -15%	J: 0%	K: 1%[46.1 µM]

compound: CC(C)(C)NC(=O)c1cc(Cl)ccc1[N+](=O)[O-]
  A: 1%	B: 10%	C: -2%	D: 17%	E: 18	F: 0%	G: 2%	H: -3%	I: 2%	J: -6%	K: 0%[46.1 µM]

compound: Cc1csc(SCC(=O)Nc2ccccn2)n1
  A: 5%	B: 19%	C: -1%	D: 26%	E: 0	F: 12%	G: 5%	H: u	I: -1%	J: -5%	K: 0%

compound: S=C(NCc1cccnc1)c1ccccc1
  A: 7%	B: -10%	C: -5%	D: -6%	E: 5	F: 9%	G: -1%	H: -1%	I: 7%	J: 2%	K: -2%

compound: O=C([O-])c1cc(-c2ccccc2)cc(-c2ccccc2)[n+]1Cc1ccccc1
  A: 24%	B: x	C: x	D: 17%	E: 25	F: -24%	G: x	H: -1%	I: 9%	J: 0%	K: x

Taken from above.
Reading for CC(C)(C)NC(=O)c1cc(Cl)ccc1[N+](=O)[O-] under BCR signal inh: -3%
Reading for N#CN=C1CCCCCN1CC(N)=O under ELG1 DNA repair: 6%
Reading for COc1cc2c(cc1OC)CN(C(=O)c1ccc(OC)c(S(=O)(=O)N3CCOCC3)c1)CC2 under BCR signal inh: -1%

Additional entries.
Key to letters: A = AT treatment; B = a7 integrin act; C = PTAP TSG101 blk; D = ELG1 DNA repair; E = TSHR antagonist; F = Eya2 inh; G = ASM inhibitor; H = BCR signal inh; I = Mito fusion act; J = Tb PFK block; K = TCR act
compound: CCN(CC)C(=O)C(=O)c1c(-c2ccccc2)[nH]c2ccccc12
  A: -2%	B: -8%	C: -2%	D: 8%	E: 9	F: 2%	G: -1%	H: 11%	I: -8%	J: -13%	K: -5%[46.1 µM]

compound: COc1ccc(/C=C/C(=O)OCC(=O)c2c(N)n(C)c(=O)n(C)c2=O)c(OC)c1
  A: 3%	B: 30%	C: 2%	D: 4%	E: 7	F: -9%	G: 18%	H: -1%	I: -1%	J: 3%	K: 4%

compound: Cc1ccc(OCCC(=O)OCC(=O)Nc2cc(C)cc(C)c2)cc1
  A: 2%	B: -28%	C: -9%	D: -5%	E: 4	F: -7%	G: 3%	H: u	I: -3%	J: -5%	K: 5%

compound: COC(=O)CSc1nccc(C)n1
  A: 1%	B: 7%	C: -4%	D: u	E: 2	F: 6%	G: 0%	H: -6%	I: 0%	J: -2%	K: 17%

compound: Cc1ccc(OCCNC(=O)C2CCCCC2)cc1
  A: 0%	B: 5%	C: -5%	D: 19%	E: 9	F: 0%	G: 0%	H: -2%	I: -7%	J: 0%	K: -5%

compound: CC(/C=N/NC(=O)Cn1cnc2c1c(=O)n(C)c(=O)n2C)=C\c1ccco1
  A: -8%	B: -10%	C: 2%	D: 6%	E: -5	F: -3%	G: 0%	H: -10%	I: -2%	J: -6%	K: -1%

compound: O=C(NC(=O)N1CCSCC1)c1c(Cl)cccc1Cl
  A: 2%	B: 2%	C: 0%	D: u	E: -4	F: 4%	G: 1%	H: 12%	I: -1%	J: -3%	K: 2%

compound: CS(=O)(=O)c1ccc2nc(NC(=O)Oc3ccccc3)sc2c1
  A: 2%	B: 1%	C: 0%	D: 0%	E: 17	F: 5%	G: -4%	H: -15%	I: -2%	J: -3%	K: 0%

compound: CN(c1cccc(NC(=O)c2ccc(Cl)c(S(=O)(=O)Nc3ccccc3)c2)c1)S(C)(=O)=O
  A: 3%	B: 0%	C: 0%	D: u	E: -41	F: -4%	G: -16%	H: u	I: 0%	J: -5%	K: -11%

compound: CC(=O)N1c2ccc([N+](=O)[O-])cc2NC(=O)CC1C (centres undefined)
  A: 4%	B: 0%	C: 1%	D: 10%	E: 0	F: 3%	G: 0%	H: 0%	I: -1%	J: 0%	K: 0%[46.1 µM]

compound: Oc1ccc(C2N=C(c3ccccc3)NC(c3ccccc3)=N2)cc1
  A: 10%	B: -27%	C: -1%	D: 15%	E: 8	F: -2%	G: -3%	H: -16%	I: 0%	J: 3%	K: x

compound: O=C(NCCc1ccccc1)C(c1cccs1)N(C(=O)c1csnn1)C1CC1 (centres undefined)
  A: 4%	B: 0%	C: -9%	D: -3%	E: -12	F: -8%	G: 5%	H: u	I: 1%	J: -3%	K: 1%

compound: Cc1ccc(CNC(=O)c2ccc3c(=O)n(CCCN4CCCC4=O)c(=S)[nH]c3c2)cc1
  A: x	B: 7%	C: -1%	D: u	E: 14	F: -1%	G: -1%	H: u	I: -1%	J: 1%	K: 4%

compound: CS(=O)(=O)N1N=C(c2ccco2)CC1c1ccc(Cl)cc1Cl (centres undefined)
  A: -5%	B: u	C: -1%	D: 8%	E: -4	F: -8%	G: 1%	H: 14%	I: 0%	J: -2%	K: -3%

compound: COc1ccccc1NC(=O)N1CCCC1C(=O)Nc1nnc(C(C)C)s1 (centres undefined)
  A: 3%	B: -2%	C: -5%	D: 13%	E: -6	F: -25%	G: 6%	H: -13%	I: -2%	J: 24%	K: -2%

compound: O=C(CSc1nnc(-c2ccco2)o1)N1CCCCC1
  A: 5%	B: 21%	C: 3%	D: u	E: 3	F: 8%	G: 3%	H: u	I: -2%	J: 4%	K: -7%

compound: Cc1ccccc1CC(=O)NC1CCCCCC1
  A: -6%	B: 4%	C: -1%	D: 14%	E: 15	F: 15%	G: -3%	H: 1%	I: 0%	J: 1%	K: 4%
